LRH-1 inv ag: suppresses constitutive activity of human LRH-1; O00482; 0.13% of 360,000 active; inhibition, % at 3.6 µM; HEK293T StAR-luciferase reporter, LRH-1 transfected, 24 h;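 active = inhibition above the mean inhibition of all tested compounds plus 3 SD, cut at about 73% in these data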;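 also: 0% = DMSO wells and 100% = reporter-only cells lacking LRH-1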
EBV LMP1 NFkB: Epstein-Barr LMP1 NF-kappaB reporter inhibition. LMP1-induced NF-kappaB luciferase reporter cells, luminescence. inhibition, % at 12.5 µM. 0.69% of 350,000 active. AID 504558; in the data active = inhibition above about 41%;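 also: 0% = neutral control wells and 100% = reference inhibitor control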
NR2F2 inh: inhibitors of human COUP-TFII (NR2F2). P24468. AID 686940. 0.7% of 370,000 active. inhibition, % at 8.6 µM. HEK293T NGFI-A luciferase reporter, luminescence;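 active = inhibition above a per-plate cutoff, mean inhibition of test wells between control levels plus 3 SD, cut at about 38% in these data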;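 also: cells cotransfected with COUP-TFII expression vector driving the NGFI-A reporter; 0% = median of COUP-TF2 test wells and 100% = reporter-only cells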
TRAIL sens C8: sensitizes caspase-8 expressing cells to TRAIL | NB7+C8 cells + TRAIL, ATPlite viability luminescence | inhibition (viability loss, TRAIL sensitization), % at 10 µM | 1% of 360,000 active;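 active = compounds causing at least 50% loss of cell viability in the single-dose screen, relative to plate controls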
CF NFkB inh: blocks PAF-induced NF-kB reporter in cystic fibrosis cells; KKLEB NF-kB-GFP reporter, GFP fluorescence overnight; inhibition, % at 5 µM; 0.86% of 360,000 active;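 active = at least 50% inhibition at 5 µM, scaled per plate between neutral and stimulator controls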;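 also: PAF is a Pseudomonas aeruginosa culture filtrate used as stimulus; plate controls were PAF-stimulated DMSO wells for no effect and unstimulated DMSO wells for full effect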
NCOA1 inh: human NCOA1 inhibition; HEK293 GAL4-SRC1 luciferase reporter, luminescence; inhibition, % at 3.6 µM; 0.12% of 360,000 active; AID 588354;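 active = inhibition above the campaign mean plus 3 SD, with each screening campaign given its own cutoff, cut at about 60% in these data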;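 also: 0% = DMSO treated cells and 100% = gossypol at 36 µM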
KKLEB cytotox: CF airway cell cytotoxicity counter-screen. KKLEB CF airway cells viability, ATPlite luminescence, overnight; active compounds read low; cells stimulated with P. aeruginosa culture filtrate. 0.36% of 360,000 active. activity change (cytotoxicity), % at 5 µM;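 active = corrected activity change at or below -50% at 5 µM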
NCOA2 inhibitor: human SRC2 (NCOA2) inhibition; Q15596; HEK293 GAL4-SRC2 luciferase reporter, luminescence; inhibition, % at 9 µM; 0.17% of 370,000 active; AID 651957;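 active = inhibition above the mean inhibition of all tested compounds plus 3 SD, set per campaign, cut at about 52% in these data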;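 also: 0% = DMSO treated cells and 100% = cells given Gossypol at 36 µM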
NCOA3 inh: inhibitors of human steroid receptor coactivator 3 (SRC3); Q9Y6Q9; HEK293 GAL4-SRC3 luciferase reporter, luminescence; inhibition, % at 3.6 µM; 0.17% of 360,000 active; AID 588352;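 active = inhibition above a per-campaign cutoff, the mean of all compounds plus 3 SD, cut at about 60% in these data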;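 also: 0% = DMSO-treated cells and 100% = gossypol-treated cells at 36 µM; higher means less SRC3-driven luciferase light from the GAL4 reporter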
Target sequence (Q9Y6Q9 whole entry, looked up, the tested form may be a part): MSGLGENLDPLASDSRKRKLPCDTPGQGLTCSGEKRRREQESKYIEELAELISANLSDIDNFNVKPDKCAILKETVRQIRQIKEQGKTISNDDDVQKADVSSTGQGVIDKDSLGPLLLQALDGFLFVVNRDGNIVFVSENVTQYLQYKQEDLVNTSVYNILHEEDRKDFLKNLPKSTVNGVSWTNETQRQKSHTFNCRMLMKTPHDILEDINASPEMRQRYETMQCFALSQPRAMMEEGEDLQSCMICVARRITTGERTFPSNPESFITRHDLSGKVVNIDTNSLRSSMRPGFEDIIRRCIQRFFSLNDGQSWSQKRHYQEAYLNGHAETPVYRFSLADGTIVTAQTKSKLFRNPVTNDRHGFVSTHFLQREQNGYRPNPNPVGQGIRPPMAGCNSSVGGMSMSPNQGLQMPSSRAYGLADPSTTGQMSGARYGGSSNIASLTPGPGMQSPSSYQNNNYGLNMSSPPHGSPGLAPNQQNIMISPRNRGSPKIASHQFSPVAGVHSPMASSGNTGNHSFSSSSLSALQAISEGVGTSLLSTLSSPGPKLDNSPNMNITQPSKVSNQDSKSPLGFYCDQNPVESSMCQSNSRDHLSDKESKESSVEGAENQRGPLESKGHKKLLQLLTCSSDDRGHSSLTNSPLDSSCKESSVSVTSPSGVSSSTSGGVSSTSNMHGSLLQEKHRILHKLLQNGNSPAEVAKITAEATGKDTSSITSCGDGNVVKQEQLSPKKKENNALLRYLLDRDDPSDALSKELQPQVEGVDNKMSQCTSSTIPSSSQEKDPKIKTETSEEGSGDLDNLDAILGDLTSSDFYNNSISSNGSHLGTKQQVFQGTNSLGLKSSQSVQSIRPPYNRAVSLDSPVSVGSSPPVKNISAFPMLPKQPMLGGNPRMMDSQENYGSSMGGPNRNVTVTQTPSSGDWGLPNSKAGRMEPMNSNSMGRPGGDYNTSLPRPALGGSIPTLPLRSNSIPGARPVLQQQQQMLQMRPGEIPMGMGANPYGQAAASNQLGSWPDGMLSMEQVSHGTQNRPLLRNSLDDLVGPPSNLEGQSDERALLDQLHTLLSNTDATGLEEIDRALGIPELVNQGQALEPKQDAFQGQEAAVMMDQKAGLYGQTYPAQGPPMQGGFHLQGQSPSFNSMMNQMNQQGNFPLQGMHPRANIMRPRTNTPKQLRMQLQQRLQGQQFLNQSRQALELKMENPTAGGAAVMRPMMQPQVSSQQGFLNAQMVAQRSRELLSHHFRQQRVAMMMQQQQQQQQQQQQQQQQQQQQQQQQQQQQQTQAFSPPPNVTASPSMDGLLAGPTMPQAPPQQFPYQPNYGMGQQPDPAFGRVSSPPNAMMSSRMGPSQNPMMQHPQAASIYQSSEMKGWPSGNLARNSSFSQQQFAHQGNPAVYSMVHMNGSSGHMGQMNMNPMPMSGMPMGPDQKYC
TWEAK-Fn14 inh: inhibitors of TWEAK-Fn14 interaction signaling | inhibition, % at 10 µM | 2% of 360,000 active | AID 1159606 | TWEAK-stimulated Fn14 reporter cells, luciferase luminescence, 8 h; in the data active = inhibition above about 50%
TROY signal inh: inhibitors of TROY-dependent NF-kB signaling; inhibition, % at 10 µM; Q293 LMP1-TROYcd NF-kB luciferase reporter, 4 h; AID 1347056; 0.98% of 360,000 active;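 active = compounds whose plate-normalised and pattern-corrected inhibition of the luciferase reporter signal at the single screening dose is 50% or more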
Starred values were filed as active, the others as inactive; nt = no result given.

SMILES	LRH-1 inv ag	EBV LMP1 NFkB	NR2F2 inh	TRAIL sens C8	CF NFkB inh	NCOA1 inh	KKLEB cytotox	NCOA2 inhibitor	NCOA3 inh	TWEAK-Fn14 inh	TROY signal inh
Cc1cc(C)n(-c2ccc(NC(=O)C3CCCCN3Cc3cccc4c3OCO4)cc2)n1 (stereo not drawn)	-8	20	2	18	12	-11	-14	16	-2	12	8
CCOC(=O)c1ccc(NC(=S)N2CCN(CCNC3=CC(=O)CC(C)(C)C3)CC2)cc1	-1	-8	10	-7	19	-2	-2	5	-4	-4	27
O=C(Cc1cccs1)NCc1cccc(Br)c1	-70	-5	-20	-9	-22	-50	-3	-49	-77	4	-40
COc1cccc(N2CCN(S(=O)(=O)c3ccc4c(c3)NC(=O)C(C)C(=O)N4)CC2)c1 (stereo not drawn)	1	-2	2	7	15	-10	14	-2	10	17	3
COc1ccc(NC(=O)C2CCN(S(=O)(=O)c3cccc4cccnc34)CC2)cc1	-14	2	-12	-9	9	2	-6	-21	19	-8	7
COc1ccc(S(=O)(=O)NCC2CCC(C(=O)NCCCN3CCCC3=O)CC2)cc1 (stereo not drawn)	13	4	-14	-4	-16	-4	6	-2	11	6	1
CCCOC(=O)C1=C(C)OC23OC(N)=C(C#N)C12C(=O)c1ccccc13 (stereo not drawn)	9	7	8	-11	5	0	-20	7	-7	-6	-3
Cc1nc2ccc(NC3=NCCCCC3)cc2s1	-21	3	5	9	-6	-21	-4	-2	4	-19	-19
COc1ccc(CNC(=O)N2CCN(S(=O)(=O)c3ccccc3F)CC2)cc1	0	3	-12	8	-4	-39	3	-9	0	21	12
CC(C)(C)c1ccc(C(=O)Nc2sc3c(c2C(=O)O)CCC3)cc1	84*	27	29	31	-8	67*	3	68*	77*	88*	62*
CCN(CC)C(=O)Oc1nnc(SC(C)C)n1-c1ccc(Cl)cc1	7	-4	27	-22	-7	1	1	20	-5	9	-15
N#Cc1ccccc1NC(=O)c1ccc2c(c1)OCO2	-60	-10	-17	1	-2	-41	8	-16	-44	-18	-21
Cc1c(C(=O)NCc2ccc(F)cc2)sc(=O)n1Cc1ccccc1	-10	nt	-3	-6	-23	9	2	-11	3	-15	16
CC(=O)Nc1ccccc1S(=O)(=O)CC1CC1(Cl)Cl (stereo not drawn)	0	7	8	9	2	-15	13	8	3	-9	-3
CN(C)C(CNC(=O)CCc1nc2sc3c(c2c(=O)[nH]1)CCCC3)c1ccccc1 (stereo not drawn)	-8	-9	5	4	2	-1	4	-20	0	9	-6
COc1ccc(N2CCN(C(=O)CCCSc3nc4ccccc4[nH]3)CC2)cc1	6	-13	9	-5	-2	-9	-1	12	7	-12	7
COc1ccc2c(N)c(C(=O)NN)[nH]c2c1	7	0	3	13	-12	-65	13	9	-13	19	4
COc1ccc(O)c(/C=N/NC(=O)c2cccc(N3CCCC3=O)c2)c1	-2	1	-12	12	13	16	-1	15	18	-4	-15
Cc1ccc(CNC(=O)C2CCN(S(=O)(=O)N3CCC(C)CC3)CC2)cc1	10	3	5	-8	0	-14	13	-35	0	3	14
C/C(=N\NC(=O)c1cc(-c2ccc(C)s2)[nH]n1)c1ccco1	-31	-7	-15	14	2	-78	12	-48	-8	-3	-16
CC1(C)Cc2c(cnn2-c2ccc(F)cc2)C(NC(=O)CCc2ccncc2)C1 (stereo not drawn)	-70	-10	-14	11	5	-15	-8	-21	-10	-9	-30
CCCN(Cc1cc2ccc(C)cc2[nH]c1=O)C(=O)c1cccnc1	6	-13	-28	0	8	-15	0	9	7	1	7
CCOc1ccccc1NC(=O)c1cc2ccccc2o1	-45	21	-37	25	-19	-13	4	-16	-43	-26	-47
O=C(Cn1cnc2ccccc2c1=O)c1ccc2c(c1)OCCO2	-130	-14	-27	12	6	-101	3	-30	-104	6	nt
O=C(c1ccc(N2C(=O)c3ccccc3C2=O)cc1)N1CCN(S(=O)(=O)c2ccccc2F)CC1	8	-5	0	-12	-11	20	18	-32	10	-4	22
CCc1cc(Cn2nc(-c3ccccc3)cc2C(=O)O)on1	20	-3	-22	0	6	1	4	2	-11	4	19
CCN1CCN(c2cc(C)c3cc(NC(=S)NCc4cccs4)ccc3n2)CC1	-1	-12	15	18	16	-36	-18	-7	-6	-57	1
O=C(NNC1=Nc2ccccc2SC1)c1ccc(F)cc1	-11	6	13	15	2	-1	1	6	2	15	-12
O=C(CSc1ccc(-c2ccco2)nn1)c1ccc(F)cc1	-5	5	-12	1	1	-9	-7	20	-9	-3	-14
COc1ccc(CCNC(=O)COC(=O)c2ccc(C)s2)cc1	10	2	-18	-11	2	-5	3	-23	11	-9	3

Ordered by the number under NCOA3 inh (highest first): three of the compounds above
Molecule,LRH-1 inv ag,EBV LMP1 NFkB,NR2F2 inh,CF NFkB inh,NCOA1 inh,NCOA2 inhibitor,NCOA3 inh,TWEAK-Fn14 inh
COc1ccc(O)c(/C=N/NC(=O)c2cccc(N3CCCC3=O)c2)c1,-2,1,-12,13,16,15,18,-4
COc1ccc(CCNC(=O)COC(=O)c2ccc(C)s2)cc1,10,2,-18,2,-5,-23,11,-9
CN(C)C(CNC(=O)CCc1nc2sc3c(c2c(=O)[nH]1)CCCC3)c1ccccc1 (stereo not drawn),-8,-9,5,2,-1,-20,0,9

Next part:
SMILES	LRH-1 inv ag	EBV LMP1 NFkB	NR2F2 inh	TRAIL sens C8	CF NFkB inh	NCOA1 inh	KKLEB cytotox	NCOA2 inhibitor	NCOA3 inh	TWEAK-Fn14 inh	TROY signal inh
Nc1ncncc1-c1ccc2ccccc2c1	-9	4	-14	1	33	-7	4	17	-2	19	22
O=[N+]([O-])c1cccc(COc2ccc(CN3CCCC3)cc2)c1	-52	-22	-30	16	-8	-94	-1	-37	-91	6	-10
COc1ccc(S(=O)(=O)NCc2cccnc2)cc1C(=O)N1CCCCC1	15	-7	-22	-1	4	5	2	-15	7	15	-25
Cc1nn(Cc2ccccc2)c2c1C(c1ccccc1)C(C#N)=C(N)O2 (stereo not drawn)	-10	-5	25	-1	12	1	-2	31	-8	-4	10
CC(NC(=O)c1ccco1)C(=O)O (stereo not drawn)	24	5	-2	-1	16	2	-9	-7	5	0	-2
CN(C(=O)c1ccccc1OCc1ccc(F)cc1)c1c(N)n(Cc2ccccc2)c(=O)[nH]c1=O	3	-1	0	-2	15	-3	-10	0	-23	6	11
COc1ccc(C)cc1CN1C(=O)c2ccccc2C1=O	11	-3	1	-2	0	-22	-1	4	15	-20	-18
CCCC(=O)NC(c1ccco1)c1cc(Cl)c2cccnc2c1O (stereo not drawn)	8	34	6	10	-25	-6	4	1	10	16	17
COc1ccc(S(=O)(=O)N2CCN(C(=O)CC(C)C)CC2)cc1	-11	11	6	6	4	17	7	-8	-15	-11	-7
CC(C)CCN1CCN(Cc2cccn2-c2ccc(Cl)cn2)CC1CCO (stereo not drawn)	11	-2	10	1	-7	-18	18	18	7	-2	0
C=CCn1c(NC(=O)CC)c(C(=O)OCC)sc1=S	5	-2	-9	-8	14	9	-8	-3	16	8	5
COc1ccccc1/C=N\N=C(\N)c1ccccn1	-80	-23	-30	4	-16	-82	6	-29	-39	13	28
Cc1cccc([C@@H]2[C@@H]3C(=O)N(Cc4ccccc4)C(=O)[C@@H]3[C@]3(Cc4ccccc4)C(=O)N(c4ccccc4)C(=O)N23)c1	-13	0	-8	7	28	-6	-12	-10	4	-3	-5
CC(Sc1nc2ccccc2[nH]1)C(=O)Nc1ccc2c(c1)OCCO2 (stereo not drawn)	6	-13	-7	-6	2	-3	2	3	19	5	16
Cc1noc(C)c1COc1ccc(C(=O)NCCOc2ccccc2)cc1	6	8	-24	-4	-17	-11	6	-32	-7	-28	-52
O=C(CC(c1ccc(F)cc1)c1ccco1)N1CCCC1 (stereo not drawn)	-8	-6	9	-3	4	-2	-1	17	-1	9	-13
Cc1cccc(NC(=O)CSc2nnc(Cn3cnc4ccccc43)o2)c1	14	1	-16	-5	-5	2	3	13	5	-4	-5
COc1ccc2c(c1)CC/C(=C\c1ccc(OC)c(Cn3nc(C)cc3C)c1)C2=O	3	-12	8	4	20	-13	-22	4	-8	30	31
CN(C)S(=O)(=O)c1ccc(C(=O)NCC(=O)N/N=C/c2ccccc2Cl)cc1	1	10	1	-11	-16	6	2	-5	17	0	-30
CCCCNC(=O)[C@@H]1CC=C[C@@H]2CCN(C3CC3)C(=O)[C@@H]21	10	1	17	-4	-24	8	-8	-6	17	11	2
O=S(=O)(c1cccc(C(F)(F)F)c1)N1CCN(S(=O)(=O)c2ccc3c(c2)OCCO3)CC1	6	10	nt	0	17	-2	-13	nt	-20	-12	-3
CC(C)(Oc1ccc(Cl)cc1)C(=O)N1CCN(C(=O)c2ccco2)CC1	-20	-1	-33	5	4	-1	-2	22	4	-14	8
CCN(CC)c1ccc(NC(=O)CN2CCN(CC(=O)Nc3ccc(F)cc3)CC2)cc1	4	4	-7	-19	-13	0	-8	1	-2	-8	9
Nc1ccc(-c2nc3ccccc3s2)cn1	-142	-13	-42	24	-25	-112	4	-41	-94	4	-54
Cc1ccc2nc(C)c(C)nc2c1N	-4	-6	7	-13	-6	6	2	-6	12	-3	1
Cc1ccc(S(=O)(=O)CCC(=O)OCn2nnc3ccccc3c2=O)cc1	7	4	0	-3	0	-27	23	0	-13	-24	13
COC(=O)c1[nH]c2ccccc2c1NC(=O)CN1CCN(Cc2ccc3c(c2)OCO3)CC1	-11	4	3	7	-3	-7	2	-9	14	-3	17
COc1cc(/C=C(/C#N)c2nc3ccccc3[nH]2)ccc1OC(=O)c1ccco1	-39	1	-17	26	-27	-80	-13	-56	-65	11	-40
N#Cc1ccc(Sc2nc3ccccc3[nH]2)cc1C#N	-1	12	11	-1	10	-36	8	-33	2	5	0
CC(SCc1cn2cc(Cl)ccc2n1)C(=O)O (stereo not drawn)	6	2	0	9	0	4	11	-4	-14	76*	nt
O=C(O)CCC(=O)N1N=C(c2ccco2)CC1c1ccco1 (stereo not drawn)	3	-1	6	0	4	2	-1	-5	7	30	2
O=C(CN(C(=O)c1csnn1)c1ccc(Br)cc1)NC1CCCC1	-7	-2	30	-11	-28	-38	16	-2	-8	8	-3
Cc1ccccc1-n1c2nc(=O)n(C)c(=O)c-2cc2ccccc21	-7	-11	15	5	-11	6	-2	-17	5	-17	3
Cc1c(Cc2ccccc2)sc(/N=C/c2ccc3ccccc3c2)c1C(N)=O	-32	-12	nt	12	35	-21	-24	nt	-12	60*	-64
CN(C)CCCN(C(=O)CCOc1ccccc1)c1nc2ccc(F)cc2s1	-32	24	6	6	91*	-8	-35	10	9	61*	33
CC(C)=CC(=O)Nc1ccc(S(=O)(=O)Nc2onc(C)c2C)cc1	-10	8	5	-2	6	-5	9	-15	-14	-16	14
COc1cc(CCN(C(=O)c2cc3ccccc3[nH]2)C(c2ccccn2)c2nc3ccccc3[nH]2)cc(OC)c1 (stereo not drawn)	6	nt	-15	-4	-7	-33	1	-14	-30	20	-18
